High-throughput results: PubChem BioAssay, several laboratories
Cardio protect: protects H9c2 cardiomyocytes from peroxide injury | H2O2 injury protection, ATPLite, 2 h | protection from H2O2 cell death, % at 20 µM | 0.63% of 360,000 active | AID 588492;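 active = compounds giving at least 50% protection of heart cells from peroxide-induced death in the single-dose screen, raw or plate-pattern-corrected value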;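 also: 0% = DMSO wells with peroxide and 100% = DMSO wells without peroxide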
ABCB6 inh MLPCN: inhibitors of human ABC transporter ABCB6. K562-ABCB6 porphyrin accumulation, flow cytometry, 1 h; stronger effect = lower value. fluorescence ratio to DMSO, % at 10 µM. AID 602162. 0.19% of 360,000 active;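 active = fluorescence ratio to DMSO below 75%, the collection mean minus 3 SD; inconclusive = too few cells collected in the well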;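 also: signal is porphyrin accumulated inside mitochondria; 100% equals median channel fluorescence of DMSO control wells; lower ratio means ABCB6 inhibition with less porphyrin fluorescence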
aDG glyco act: increases alpha dystroglycan glycosylation; activation, % at 10 µM; 0.22% of 360,000 active; Pro5-aDG cells, alpha-DG glycosylation AlphaScreen (IIH6); 0% Pro5, 100% B10-LARGE cell signal; AID 624168;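 active = activation of at least 8% versus controls, or a plate z-score of at least 8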;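 also: Pro5 are CHO cells carrying HIG-tagged alpha-DG that lacks glycosylation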
ABHD5 PLIN5 PPI: inhibitors of human ABHD5-perilipin-5 interaction; Q00G26+Q8WTS1; Split G. princeps luciferase complementation, luminescence, 4 h; inhibition, % at 4 µM; 0.78% of 360,000 active;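 active = inhibition above the mean inhibition across every tested compound plus 3 SD, cut at about 22% in these data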;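 also: 0% = DMSO only wells and the 100% control is not disclosed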
hiPSC survival: increases survival of single human iPS cells; hiPSC single-cell survival, ATPlite luminescence; 100% = ROCK inhibitor wells, 0% = DMSO; 0.044% of 360,000 active; survival enhancement, % at 20 µM; in the data active = survival enhancement above about 18%;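 also: cells exposed to compounds for 16 hours before the ATP read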
MC4R ag barr: activates human MC4R beta-arrestin recruitment; P32245; U2OS MC4R beta-arrestin complementation, luminescence; percent of melanotan II response, DMSO zero; activation, % at 8.9 µM; 0.98% of 360,000 active;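 active = activation above a per-plate cutoff, the mean activation of sample wells on that plate plus 3 SD, cut at about 8% in these data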
Target sequence (P32245 whole entry, looked up): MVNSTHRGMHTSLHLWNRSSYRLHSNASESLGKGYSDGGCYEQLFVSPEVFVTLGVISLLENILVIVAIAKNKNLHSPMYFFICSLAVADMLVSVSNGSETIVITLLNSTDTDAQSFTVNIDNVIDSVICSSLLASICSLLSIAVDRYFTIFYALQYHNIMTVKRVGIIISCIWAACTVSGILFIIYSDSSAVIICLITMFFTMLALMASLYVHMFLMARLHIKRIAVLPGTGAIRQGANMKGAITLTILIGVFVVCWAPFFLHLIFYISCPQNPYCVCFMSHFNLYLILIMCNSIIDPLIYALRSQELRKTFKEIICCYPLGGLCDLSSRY
MC4R antagonist: human MC4R antagonism in cAMP assay; P32245; MC4R-expressing cells, MTII-stimulated cAMP, LANCE TR-FRET; inhibition, % at 6.5 µM; 0.48% of 360,000 active; AID 540295;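 active = inhibition above its plate's cutoff, the mean of tested wells on that plate plus 3 SD, cut at about 29% in these data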;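 also: 0% = Melanotan II alone and 100% = Melanotan II plus saturating MCL0020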
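System: U2OS cells stably expressing human melanocortin 4 receptor (MC4R). Reagent: Melanotan II challenge after compound preincubation. Doses: 6.5 µM. Times: 30-min compound, 1-h challenge, 1-h detection, room temperature. Measured by: TR-FRET with Eu-cAMP and labeled anti-cAMP, 671 nm. Replicates: singlicate.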
Granule exo inh: lytic granule exocytosis inhibition; TALL-104 LAMP-1 surface exposure, flow cytometry; cells stimulated with thapsigargin and PMA; inhibition, % at 10 µM; 0.66% of 360,000 active; AID 651702;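 active = inhibition above about 55%, limit read from the data; inconclusive = no clear call, values can overlap the other calls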
HTR2A ag: mouse HTR2A agonism via beta-arrestin recruitment | AID 624169 | P35363 | 0.66% of 360,000 active | CHO-K1 mHTR2A beta-arrestin complementation, luminescence; percent of 30 µM serotonin response | activation, % at 7.6 µM;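 active = activation above a run cutoff, the mean activation of all tested compounds plus 3 SD, cut at about 14% in these data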;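 also: 0% = plate median of compound wells and 100% = 30 µM serotonin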
Target sequence (P35363 whole entry, looked up): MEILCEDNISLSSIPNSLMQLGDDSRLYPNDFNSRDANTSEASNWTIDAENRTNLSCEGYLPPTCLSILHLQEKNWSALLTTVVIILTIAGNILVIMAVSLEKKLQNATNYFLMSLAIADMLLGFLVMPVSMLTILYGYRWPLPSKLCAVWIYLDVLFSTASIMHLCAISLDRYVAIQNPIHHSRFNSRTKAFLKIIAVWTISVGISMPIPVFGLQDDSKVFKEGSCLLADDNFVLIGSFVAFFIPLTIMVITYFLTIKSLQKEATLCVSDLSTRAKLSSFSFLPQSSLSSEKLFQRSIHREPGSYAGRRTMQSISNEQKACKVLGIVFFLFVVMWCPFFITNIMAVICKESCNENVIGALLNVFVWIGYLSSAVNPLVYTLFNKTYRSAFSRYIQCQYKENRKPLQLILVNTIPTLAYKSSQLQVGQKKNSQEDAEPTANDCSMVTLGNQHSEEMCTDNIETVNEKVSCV
N-glyco inh: N-linked glycosylation inhibition. D54 ERlucT glycosylation luciferase reporter, 24 h; percent of 100 nM tunicamycin response. reporter increase, % at 12.5 µM. 0.23% of 360,000 active;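 active = mean luciferase reporter signal, scaled so untreated is 0 and the glycosylation-blocking control 100, at or above a set limit in every replicate; inconclusive = mean reaches the limit but not every replicate does; inactive = mean below the limit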;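 also: luciferase carries N-glycosylation sites so blocking glycosylation raises the light; 0% = median of neutral control wells and 100% = median of 100 nM tunicamycin wells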
* hit, by the source's call; ? = inconclusive; · = not tested or not shown.

SMILES	Cardio protect	ABCB6 inh MLPCN	aDG glyco act	ABHD5 PLIN5 PPI	hiPSC survival	MC4R ag barr	MC4R antagonist	Granule exo inh	HTR2A ag	N-glyco inh
Cc1ccn2c(=O)c(C(=O)NCCC3=CCCCC3)c(O)nc2c1	0	119	-0.5	-3	0.0	0.1	15	3	1	2
COc1ccc(C2/C=C\CN(C(=O)Oc3ccc(C(F)(F)F)cc3)CC(=O)N2Cc2ccc(F)cc2)cc1 (stereo not drawn)	-3	95	0.5	-17	-1.1	1.6	5	9	0	-2
Cc1ccc(C(=O)NNC(=O)C(NC(=O)c2cccc(C)c2)C(C)C)cc1 (stereo not drawn)	-8	102	-0.1	-8	-0.9	0.3	11	26	-3	2
O=C(c1c[nH]c(C(=O)N2CCN(Cc3ccccc3)CC2)c1)C1CCCCC1	-12	99	0.1	3	-1.6	-1.5	5	-2	2	-2
O=C(CCc1nc2ccccc2[nH]c1=O)N/N=C/c1ccccc1	7	100	-0.6	-3	-0.1	-2.7	0	-1	0	1
COc1cc(C(=O)NCC(C)C)cc(OC)c1OC	1	89	-0.2	3	-0.2	0.4	-5	-2	10	2
COc1ccccc1C1C(C(C)=O)=C(O)C(=O)N1CCc1ccccc1 (stereo not drawn)	-3	99	0.3	-36	2.5	2.1	1	-4	2	3
c1ccc(COc2ccc(Nc3ncnc4nc[nH]c34)cc2)cc1	-25	96	0.5	4	-0.4	0.3	-1	-2	17*	-8
N#C/C(=C\c1ccc(-c2ccccc2[N+](=O)[O-])o1)C(N)=O	6	92	-0.2	-2	-0.4	-1.4	-16	-3	3	1
Cc1c(NC(=O)c2ccccc2N)cccc1C(=O)O	0	96	-0.2	-3	-1.3	-0.9	-5	-1	4	1
CC1CCCCC1NC(=O)COC(=O)COc1ccc(Cl)cc1 (stereo not drawn)	6	94	0.2	4	-0.1	1.1	-5	3	4	1
Nc1nc(CSC(=S)N2CCCCC2)nc(Nc2ccccc2)n1	-5	94	0.1	-3	0.1	-1.2	-5	-1	0	5
COc1ccc(C(=O)CNc2ccc3ccccc3c2)cc1	-18	103	0.6	-7	0.9	1.7	2	2	5	4
C[C@H](CO)N1C[C@H](C)[C@@H](CN(C)C(=O)Nc2ccc(C(F)(F)F)cc2)Oc2ccc(NC(=O)C3CCCCC3)cc2C1=O	2	100	-0.3	1	1.7	-0.6	7	0	-1	7
CNC(=O)c1cccc2nc3ccccc3nc12	-8	104	0.1	5	-0.2	-0.1	-31	-1	0	39*

Full records from above:
Cc1c(NC(=O)c2ccccc2N)cccc1C(=O)O is listed as Cardio protect = 0; ABCB6 inh MLPCN = 96; aDG glyco act = -0.2; ABHD5 PLIN5 PPI = -3; hiPSC survival = -1.3; MC4R ag barr = -0.9; MC4R antagonist = -5; Granule exo inh = -1; HTR2A ag = 4; N-glyco inh = 1
CC1CCCCC1NC(=O)COC(=O)COc1ccc(Cl)cc1 (stereo not drawn) is listed as Cardio protect = 6; ABCB6 inh MLPCN = 94; aDG glyco act = 0.2; ABHD5 PLIN5 PPI = 4; hiPSC survival = -0.1; MC4R ag barr = 1.1; MC4R antagonist = -5; Granule exo inh = 3; HTR2A ag = 4; N-glyco inh = 1
COc1ccccc1C1C(C(C)=O)=C(O)C(=O)N1CCc1ccccc1 (stereo not drawn) is listed as Cardio protect = -3; ABCB6 inh MLPCN = 99; aDG glyco act = 0.3; ABHD5 PLIN5 PPI = -36; hiPSC survival = 2.5; MC4R ag barr = 2.1; MC4R antagonist = 1; Granule exo inh = -4; HTR2A ag = 2; N-glyco inh = 3

Entries listed above shown as hits in HTR2A ag.
mol	ABCB6 inh MLPCN	aDG glyco act	ABHD5 PLIN5 PPI	MC4R ag barr	MC4R antagonist	Granule exo inh	HTR2A ag	N-glyco inh
c1ccc(COc2ccc(Nc3ncnc4nc[nH]c34)cc2)cc1	96	0.5	4	0.3	-1	-2	17*	-8

(list continues)
SMILES	Cardio protect	ABCB6 inh MLPCN	aDG glyco act	ABHD5 PLIN5 PPI	hiPSC survival	MC4R ag barr	MC4R antagonist	Granule exo inh	HTR2A ag	N-glyco inh
COc1ccc(NC(=O)C2=NN(C3CCS(=O)(=O)C3)C(=O)CC2)cn1 (stereo not drawn)	7	98	0.2	-5	-0.4	-1.8	18	-1	2	1
O=C(Nc1cccc(S(=O)(=O)N2CCCCC2)c1)C1CCCN1S(=O)(=O)c1ccccc1F (stereo not drawn)	-2	96	0.1	-7	-0.5	-1.2	3	5	12	-4
COC(=O)c1ccccc1NC(=O)Cn1c(SC)c(F)cnc1=O	-5	99	0.0	0	-1.2	0.3	3	-2	3	1
CC1CCN(Cc2cc(=O)oc3ccc(C(C)C)cc23)CC1	-7	98	1.0	-10	-0.7	1.8	-1	-3	1	-7
CN(C(=O)CSc1nc2ccccc2n1CCc1ccccc1)C1CCS(=O)(=O)C1 (stereo not drawn)	7	90	0.6	2	-0.7	-3.2	7	-1	0	-1
COc1ccc(-c2nnc(SCC(=O)N3CCCC3)o2)cc1	-4	94	0.0	-4	0.4	-1.1	3	-5	-1	0
COC(=O)CSc1nnc(-c2ccco2)n1Cc1ccco1	-4	88	0.0	4	2.8	-0.6	8	1	6	2
O=C(NNC(=O)C1CCC1)c1ccccc1	0	103	0.2	3	-2.4	-1.2	6	-2	1	1
CCCS(=O)(=O)N1CCCC(C(=O)NCCCN(C)c2ccccc2)C1 (stereo not drawn)	6	102	-0.1	-3	7.3	-0.6	1	-1	-1	0
COc1ccc(CC(=O)Nc2cccc(S(=O)(=O)N3CCCCCC3)c2)cc1OC	-26	91	4.9	-13	0.0	-5.5	1	-2	-1	-3
C/C(=N\NC(=O)c1nnn(-c2nonc2N)c1COc1ccc(F)cc1)c1ccc(Cl)cc1	-2	99	0.0	-8	-0.3	-1.6	-7	-4	-1	3
COc1ccc(-c2cc(C(=O)N3CC4(C)CC3CC(C)(C)C4)no2)cc1 (stereo not drawn)	-21	100	3.5	2	0.0	-0.6	2	-2	2	-9
O=C(C1CCC(CNS(=O)(=O)c2cccs2)CC1)N1CCCCC1 (stereo not drawn)	2	93	0.2	-6	-0.8	0.8	18	4	1	0
O=c1c(-c2ccccc2)nc2ccccc2n1C(c1ccccc1)c1nc2ccccc2[nH]1 (stereo not drawn)	·	·	-0.3	16	·	·	·	6	-2	·
CC1(c2ccc(OC(F)F)cc2)NC(=O)N(CC(=O)NCCC2=CCCCC2)C1=O (stereo not drawn)	0	97	-0.1	1	0.6	-2.4	5	3	6	1
COc1ccccc1N1CC(C(=O)OCC(=O)Nc2c(C)cccc2C)CC1=O (stereo not drawn)	1	101	0.2	-1	-0.6	-0.8	18	14	-1	3
Cc1cc(Br)cn2c(Cc3cccc(F)c3)c(-c3cccc(Br)c3)nc12	-3	103	-0.1	-5	-0.1	·	·	5	0	1
COc1cc(C)c(S(=O)(=O)N2CCCC2)cc1C(C)C	5	100	-0.2	6	-0.9	0.4	2	-1	-4	0
Cc1cc(C)n(-c2n[nH]c(=O)c3ccccc23)n1	7	98	-0.1	0	0.4	-1.2	20	0	0	1
COc1ccccc1C=NN=C(NN=Cc1ccccc1OC)NN=Cc1ccccc1OC	-24	94	0.9	-49	-0.4	-2.5	11	28	-6	-2
COc1ccc(C(=O)N(Cc2ccco2)C(C(=O)NC2CCCC2)c2ccc(O)cc2)cc1OC (stereo not drawn)	23	92	0.0	13	1.0	1.9	-9	2	1	0
COc1ccc(CC(=O)N2CCCC(CNC(=O)c3ccccc3Cl)C2)cc1 (stereo not drawn)	7	93	-0.2	5	5.7	-0.6	12	-1	5	1
Cc1ccc(NC(=O)CCn2cnc3ccccc3c2=O)cc1	-5	95	-0.4	5	-0.9	-0.5	7	8	-1	1
CCOC(=O)c1c(NC(=O)c2ccoc2C)sc(C(=O)N(C)C)c1C	11	92	-0.1	-4	-2.9	-1.6	-1	-1	10	0
NNC(=O)CC12CC3CC(C1)CC(n1ncnn1)(C3)C2	5	95	-0.1	4	-1.3	-1.6	4	-1	-2	4
Cc1ccccc1NC(=O)NCC1CCN(C(=O)OC(C)(C)C)CC1	-2	99	0.0	7	-0.7	-0.4	16	2	1	2
COc1ccc(-n2nc(C(=O)NCC(=O)N3CCN(c4ccccc4)CC3)c3ccccc3c2=O)c(OC)c1	-22	98	0.0	3	-0.7	-0.8	-8	?	4	-7
C[C@H](NC(=O)c1nc[nH]c1C(=O)NC1CCN(C(=O)OC(C)(C)C)CC1)C(=O)OCc1ccccc1	21	97	0.2	2	-1.9	4.2	8	0	5	11
CCCCOCCCNC(=O)N[C@@H](CC(C)C)C(=O)O	6	103	-0.2	-5	1.7	-2.5	0	6	0	1
c1ccc2c(c1)ccc1ncccc12	6	95	-0.2	14	-0.8	2.5	2	4	-1	5
CN(C)S(=O)(=O)Oc1cccc(C(=O)Nc2cccc(Cl)c2)c1	-6	97	4.7	4	-2.7	-0.6	16	2	-2	-1
CN1C(=O)N(CC(=O)c2ccc3c(c2)OCO3)C(=O)C12CCCCC2	5	103	0.1	-2	2.5	-1.1	3	-2	6	1
O=C(NCC1CCCN(Cc2ccc3c(c2)OCCO3)C1)c1ccc2c(c1)OCO2 (stereo not drawn)	2	100	0.0	9	-0.2	-1.0	2	-1	-3	1
COC(=O)CC1C(=O)NCCN1C(=S)Nc1cc(C)cc(C)c1 (stereo not drawn)	3	99	1.8	1	-1.6	-0.9	13	-3	-2	2
CC(C)(C)C1CCC(=O)N(CCOc2ccccc2)CC1 (stereo not drawn)	-1	100	0.2	3	-1.1	1.6	0	67*	-3	1
CC1Sc2ccc(S(=O)(=O)CCC(=O)NC3CCCC(C)C3C)cc2NC1=O (stereo not drawn)	-6	90	-0.2	-11	-0.2	-5.2	7	-2	-6	-1
COc1cc(/C=N/n2c(C)nnc2C)cc(OC)c1OC	1	97	-0.1	-6	4.0	-0.9	3	1	-3	0
C=CCNC(=S)N/N=C/c1ccc(OCc2ccccc2Cl)cc1	-22	94	6.5*	-16	-0.3	3.9	5	-3	0	-3
CCCn1nc(C(=O)OCC(=O)Nc2ccc(C(N)=O)cc2)c2ccccc2c1=O	3	98	-0.3	7	-3.4	1.6	11	8	2	1
CCN(CC)CCn1cnc2c1c(=O)n(CCOC(=O)c1cc(OC)c(OC)c(OC)c1)c(=O)n2C	7	93	0.1	-3	0.2	0.9	-1	0	-1	5
